Assay outcomes: PubChem, The Scripps Research Institute Molecular Screening Center
TTR transcr act: TTR transcription activation, primary screen; hit rate 1.3% among 92,000; AID 1117267; SH-SY5Y TTR promoter Gaussia luciferase, luminescence; 100% = recombinant luciferase protein wells; activation, % at 16.7 µM;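 active means activation above the mean of all tested compounds plus 3 SD, cut at about 9.5% in these data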;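 further: cells exposed to compounds for one day before reading; 0% = median of all test compound wells on the plate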
* hit, by the source's call. Only part of the results is shown, so the mix of outcomes need not match the whole.

Sample of the layout:
SMILES	TTR transcr act
CCCCN(C(=O)c1ccc(Cl)cc1)C1CC2CCC(C1)N2C (stereo not drawn)	-1.8
CCOC(=O)c1ccc(-c2ccc(C=O)o2)cc1	3.5
Cc1ccc(CN2C(=O)CCC2C(=O)NCCCN2CCCCC2C)cc1 (stereo not drawn)	0.6
COc1ccc(CCNC(=O)c2cc(Cl)nc3ccccc23)cc1	2.1
COc1cccc(C(=O)COc2ccccc2N2C(=O)C3C4C=CC(C4)C3C2=O)c1 (stereo not drawn)	-0.5
O=C(CCc1nnc(-c2ccccc2)o1)NCC1CCN(C2CCCC2)CC1	-0.2
O=C(Nc1ccc(S(=O)(=O)Nc2nccc(C3Cc4ccccc4C(=O)O3)n2)cc1)c1ccccc1 (stereo not drawn)	6.7

All compounds of this part, repeating the preview:
SMILES	TTR transcr act
CCCCN(C(=O)c1ccc(Cl)cc1)C1CC2CCC(C1)N2C (stereo not drawn)	-1.8
CCOC(=O)c1ccc(-c2ccc(C=O)o2)cc1	3.5
Cc1ccc(CN2C(=O)CCC2C(=O)NCCCN2CCCCC2C)cc1 (stereo not drawn)	0.6
COc1ccc(CCNC(=O)c2cc(Cl)nc3ccccc23)cc1	2.1
COc1cccc(C(=O)COc2ccccc2N2C(=O)C3C4C=CC(C4)C3C2=O)c1 (stereo not drawn)	-0.5
O=C(CCc1nnc(-c2ccccc2)o1)NCC1CCN(C2CCCC2)CC1	-0.2
O=C(Nc1ccc(S(=O)(=O)Nc2nccc(C3Cc4ccccc4C(=O)O3)n2)cc1)c1ccccc1 (stereo not drawn)	6.7
COC(=O)CC1C(C(=O)OC)ON2OC(C(=O)OC)C(C(=O)OC)C12 (stereo not drawn)	1.9
Cc1cc(NC(=O)CCCn2nc([N+](=O)[O-])c(Cl)c2C)no1	0.1
COc1ccc2cc(C(=O)C3CCCN(Cc4ccccn4)C3)ccc2c1 (stereo not drawn)	-2.3
O=C(CCCN1C(=O)c2ccccc2C1=O)NCCN1C(=O)S/C(=C\c2cccs2)C1=O	-2.6
Clc1ncccc1-c1nnn(-c2ccccc2)n1	-0.2
Cc1cc(C)c(S(=O)(=O)N2CCN(C(=O)C3CCCO3)CC2)c(C)c1 (stereo not drawn)	0.1
COc1ccc(C(=O)Oc2cc(C)[nH]c(=O)c2[N+](=O)[O-])c(OC)c1	-0.2
COc1cc(C2C3=C(CC(C)(C)CC3=O)OC(N)=C2[N+](=O)[O-])ccc1O (stereo not drawn)	-1.8
COc1ccc(-c2noc(CCCC(=O)O)n2)cc1	2.1
COc1ccccc1C(C)NC(=O)CN(C)CC(=O)Nc1c(C)cccc1C (stereo not drawn)	-0.8
CC1=C(Sc2nc3ccccc3[nH]2)C(=O)NC(C)(C)C1	0.0
COc1cc(Br)cc2cc(C(=O)N3CCCCC3C)c(=O)oc12 (stereo not drawn)	-1.6
COC(=O)N1[C@H](C)C=C[C@]1(Cc1ccccc1)C(=O)NCCCNc1ncc(C(F)(F)F)cc1Cl	-3.9
COc1ccccc1OCCNc1ccc(S(=O)(=O)N2CCCC2)cn1	-4.0
COc1ccccc1N1CCN(C(=O)c2cccc(C(=O)N3CCN(c4ccccc4OC)CC3)c2)CC1	-1.5
CCOCCCNC(=O)c1ccc(N2CCOCC2)c(NS(=O)(=O)c2ccc(OC)cc2)c1	1.4
C#CCOCCOCCOCCNc1nc(N2CCN(C(=O)[C@H](CCCN=C(N)N)n3cc(C(N)[C@@H](C)CC)nn3)CC2)nc(N2CCN(C(=O)[C@H](CCC(=O)O)n3cc([C@@H](N)CC(N)=O)nn3)CC2)n1 (stereo partly drawn)	0.0
CCN(C(=O)/C=C/c1ccccc1)C1CCCCC1	-0.2

More results
SMILES	TTR transcr act
CC(C)(C)OC(=O)NC1CCN(c2nc(-c3ccc(Br)cc3)cs2)CC1	4.0
Cc1cc(SCC(=O)N(C)CC(=O)Nc2ccc(F)cc2)nc2ccccc12	-0.2
CCOC(=O)C1=C(CN2CCC(C)CC2)NC(=O)NC1c1ccc(Cl)cc1 (stereo not drawn)	0.0
Cc1cccc(COc2ccccc2C(=O)N(C)CC(=O)Nc2cccc(F)c2)c1	-1.2
O=C(NC1CCCCC1)C(c1ccncc1)N(C(=O)c1csnn1)c1ccccc1F (stereo not drawn)	1.7
COc1ccc(F)cc1Cn1nc(C(=O)O)c2ccccc2c1=O	-1.1
CCCn1c2ccccc2c2nnc(SCC(=O)Nc3nnc(CC(=O)OCC)s3)nc21	-0.7
O=C(Nc1ccc(Cc2ccncc2)cc1)c1cccc([N+](=O)[O-])c1	-1.7
CC(O)(c1ccccc1)c1nc(-c2cccc(F)c2)cs1 (stereo not drawn)	-1.6
COc1ccc(C(=O)CN2C(=O)c3ccccc3C2=O)c(OC)c1	-0.9
Cn1ncc2c(Nc3ccc([N+](=O)[O-])cc3)nc(Cl)nc21	-2.6
CC(=O)Nc1ccccc1C(=O)C(=O)Nc1cccc(C(=O)NCc2ccc(C)cc2)c1	2.6
CC/C(=N\NC(=O)COc1ccc(Br)cc1)c1ccc(OC)c(OC)c1	0.2
O=c1c2ccccc2c(C=NCCc2ccccc2)c(O)n1Cc1ccccc1	2.1
Cc1c(O)ccc(/C=N/Nc2nc(-c3cccnc3)nc3ccccc23)c1O	-4.4
Cc1ccccc1CN1[C@@H](CC2CCCCC2)COCCS1(=O)=O	-0.2
CC(=NNC(=O)c1cc(C)nc2ccccc12)c1ccc(N2CCOCC2)cc1	1.3
CCN1CCN(C(c2ccccc2OC)c2nnnn2C2CCCCC2)CC1 (stereo not drawn)	1.8
O=C(CCn1c(=O)[nH]c2ccsc2c1=O)N1CCc2ccccc2C1	-0.3
N=C(N)SCc1cccc2ccccc12	3.0
CNC(=S)N(CCc1c(C)[nH]c2ccc(OC)cc12)Cc1cc(OC)c(OC)c(OC)c1	0.1
CCCCNC(=S)Nc1ccc(-c2nc3ccc(C)cc3s2)cc1	0.4
O=CN1CCN(C(=O)c2ccc(Br)o2)CC1	-2.1
CCN(CC)C(=O)CSc1nnc2c3ccccc3n(C)c2n1	1.3
CSc1ccccc1NC(=O)c1cc(-c2ccc3c(c2)OCO3)on1	-1.4

Further compounds follow:
SMILES	TTR transcr act
CCOc1ccc(OCCOCCN2CCCC2)cc1	3.7
COc1ccccc1/C=C/C(=O)Nc1cccnc1Cl	-0.9
O=C(O)c1cc(-c2ccccc2)nn1CC1CC(c2cccnc2)=NO1 (stereo not drawn)	15*
C=CCn1c(SCC(=O)Nc2cc(C)on2)nnc1C1COc2ccccc2O1 (stereo not drawn)	1.6
COc1ccccc1NC(=O)C1=C(C)Nc2nc3ccccc3n2C1c1cccs1 (stereo not drawn)	-2.4
COc1ccccc1NS(=O)(=O)c1ccc(O)c(C(=O)OCC(=O)N2CCc3ccccc32)c1	2.9
CCOC(=O)C1Nc2ccc(Br)cc2C2C=CCC12 (stereo not drawn)	-1.5
C=CCc1cccc(/C=N/NC(=O)c2ccccc2OC)c1O	1.2
O=C(c1cccc([N+](=O)[O-])c1)c1ccccn1	0.4
CCOC(=O)C1=C(c2ccccc2)NC(SCC)=C(C#N)C1c1cccnc1 (stereo not drawn)	6.0
CC(C)(C)CN1CCNC(=O)C1CC(=O)NCCc1ccccc1C(F)(F)F (stereo not drawn)	0.1
COCC1CCCN(C(=O)c2ccc3nc(Cc4cccc(Cl)c4)oc3c2)C1 (stereo not drawn)	-0.9
CC(=O)c1cccc(N(CC(=O)NC2CCCC2)C(=O)c2csnn2)c1	-0.8
Clc1cccc(OCCN2CCCC2)c1	-2.0
CCOC(=O)/C(C#N)=N/Nc1c(S(=O)(=O)Cc2ccco2)csc1C(=O)OC	-1.9
COc1ccc(Cc2c(-c3ccc(OC)c(OC)c3)nc3cc(C)c(Br)c(C)n23)c(C)c1	2.7
CCN(CC)C(=O)CN1CCN(c2ncccn2)CC1	1.9
COCCN=C1S/C(=C\c2cc(C)n(-c3ccc(F)cc3F)c2C)C(=O)N1C	0.4
CCOC(=O)c1oc2cc(O)cc(O)c2c(=O)c1OCc1ccccc1	-1.2
O=C(/C=C/c1ccccc1Cl)OCC(=O)c1ccc[nH]1	-1.1
CC(C)CC(c1nnnn1Cc1ccc(F)cc1)N1CCC(C(N)=O)CC1 (stereo not drawn)	-0.8
CCOC(=O)Cn1c(C)cc(=O)c2ccccc21	-2.2
S=C1SCN(Cc2ccccn2)CN1Cc1ccco1	0.4
O=C1CC(c2ccccc2)CN1C(=O)c1ccccc1 (stereo not drawn)	1.4
CCN(C(=O)CN1C(=O)/C(=C/c2ccc(F)cc2)SC1=S)C1CCS(=O)(=O)C1 (stereo not drawn)	1.1

The closing 7 compounds of the part before are carried over, then new ones follow:
SMILES	TTR transcr act
CCOC(=O)c1oc2cc(O)cc(O)c2c(=O)c1OCc1ccccc1	-1.2
O=C(/C=C/c1ccccc1Cl)OCC(=O)c1ccc[nH]1	-1.1
CC(C)CC(c1nnnn1Cc1ccc(F)cc1)N1CCC(C(N)=O)CC1 (stereo not drawn)	-0.8
CCOC(=O)Cn1c(C)cc(=O)c2ccccc21	-2.2
S=C1SCN(Cc2ccccn2)CN1Cc1ccco1	0.4
O=C1CC(c2ccccc2)CN1C(=O)c1ccccc1 (stereo not drawn)	1.4
CCN(C(=O)CN1C(=O)/C(=C/c2ccc(F)cc2)SC1=S)C1CCS(=O)(=O)C1 (stereo not drawn)	1.1
CCOC(=O)C1(CC2CCCCO2)CCN(Cc2nc(-c3cccs3)oc2C)CC1 (stereo not drawn)	-1.2
CC1CCN(c2ccc3c(c2)S(=O)(=O)c2cccc(C(=O)NC4CC4)c2C3=O)CC1	4.7
CC(C)(C)c1cc(CP(=O)(c2ccccc2)c2ccccc2)cc(C(C)(C)C)c1O	-1.7
CCc1cc(=O)oc2cc(C)cc(OCC(=O)NCc3cccnc3)c12	-1.5
NC(=O)CC12CC3CC(C1)CC(CC(N)=O)(C3)C2	0.9
CCOC(=O)C1=C(O)/C(=C\c2cccc(OC)c2)N=C1C	0.5
CC1(C)Cc2ccccc2-c2nnc(-c3ccco3)n21	0.6
CCOC(=O)C(CC)Sc1nnc2c3cc(C)ccc3n(C)c2n1 (stereo not drawn)	-2.1
O=C(N/N=C/c1ccccc1[N+](=O)[O-])c1ccc2nc[nH]c2c1	-1.6
OCCN(CCO)c1cc2c3ccccc3ccc2c2ccccc12	-6.2
COc1cc(OC)cc(-c2c(-c3cccs3)c3cc(-c4ccc(OCc5ccccc5)cc4)ccc3n2C)c1	0.8
CC1CCN(C(=O)CC#N)CC1	0.9
O=C(CCCOc1ccccc1)NCCc1nc2ccccc2[nH]1	-0.3
COCCNC(=O)Cn1c(=O)n(Cc2ccc(C(=O)NCCc3ccc(OC)c(OC)c3)cc2)c(=O)c2ccccc21	-0.8
Cc1c(Cl)cccc1NC(=S)NCCC(C)C	-1.3
COc1ccc(/C=N\NS(=O)(=O)c2ccc(Br)cc2)cc1COc1ccccc1[N+](=O)[O-]	5.9
CCS(=O)(=O)Nc1cccc(-c2ccc3nnc(-c4cccnc4)n3n2)c1	0.8
C[C@@H](NS(=O)(=O)c1cc(Cl)ccc1F)[C@H](O)c1ccccc1	0.9
CC(C(=O)NC1CCCC1)N(C(=O)c1snc(C(N)=O)c1N)c1ccc2c(c1)OCCO2 (stereo not drawn)	-0.9
C[C@@H]1CCCN1c1cccc2c1S(=O)(=O)N1CC[C@H](C1)O2	-1.2
CN(C)c1ccnc2sc(C(=O)c3ccc(Br)cc3)c(N)c12	-1.6
COc1ccc2cc(C3=CC(=O)CC(C)(C)C3=O)ccc2c1	1.1
COc1ccc(C(=O)NNC(=O)c2cc3ccccc3cc2O)cc1	-1.4
Cn1cc(CN2CCCC(CNS(=O)(=O)c3cccc4cccnc34)C2)cn1 (stereo not drawn)	0.1
Cc1cc(C(=O)NC(C)c2ccncc2)cs1 (stereo not drawn)	1.6

Next results follow:
SMILES	TTR transcr act
CSCCC(NC(=O)c1ccccc1)C(=O)OCC(=O)N(C)CCC#N (stereo not drawn)	-1.4
COC(=O)CCCC(=O)N1CCC(n2nccc2NC(=O)CCOc2ccccc2)CC1	0.5
O=C(Nc1ccccc1)c1cc([N+](=O)[O-])ccc1NCc1cccnc1	0.4
CCOC(=O)c1c(-c2ccccc2)oc2ccc(O)c(CN3CCOCC3)c12	-3.9
O=C(/C=C/c1ccco1)N(Cc1ccccc1)C1CCS(=O)(=O)C1 (stereo not drawn)	1.9
COc1ccc(C2CC(c3cccc(F)c3)=NN2c2ccc(S(N)(=O)=O)cc2)cc1 (stereo not drawn)	2.0
CCCc1c(C)nc2ccccc2c1SCCC#N	2.9
CC(=O)c1ccc(OC(C)C)c(CC(C(N)=O)C(N)=O)c1	0.5
O=C(O)c1ccccc1C(=O)c1ccc2c(c1)N(Cc1ccc(Cl)c(Cl)c1)C(=O)CO2	1.7
CN(C)S(=O)(=O)NCc1ccc2c(c1)OCO2	-0.2
O=[N+]([O-])c1ccc(Sc2n[nH]c(-c3ccc(Cl)cc3Cl)n2)nc1	0.4
Cc1ccc(N/C=C/C(=O)c2sc(-c3ccccc3)nc2C)cc1	-1.0
O=C(COc1ccc(Cl)cc1)c1ccc(O)cc1O	-0.7
COc1ccc(OCCN(C)CC(=O)Nc2c(C)cccc2C)cc1	3.1
CC1CCC2(CC1)NC(=O)N(CC(=O)N1c3ccccc3CC1C)C2=O (stereo not drawn)	-0.9
COc1cccc(CN2CC(C(=O)NCc3cccc(N4CCCC4)c3)CCC2=O)c1 (stereo not drawn)	1.9
O=C(c1ccc(Cl)cc1)N1CCN(c2ccc([N+](=O)[O-])c(NCc3cccnc3)c2)CC1	-2.9
COC(=O)CCCC(=O)OC	2.6
Cc1nc(SCc2ccc(O)c([N+](=O)[O-])c2)n[nH]1	9.0
CCOC(=O)c1c(CN2CCOCC2)n(-c2ccccc2)c2cc(Br)c(O)c(CN(C)C)c12	2.3
CCOC(=O)C1=CN(Cc2cccc(-c3ccc(Cl)nc3)c2)S(=O)(=O)N(C)C1C (stereo not drawn)	0.3
